Screening data: PubChem BioAssay, several laboratories
TRAIL sens C8 – caspase-8 TRAIL sensitization; inhibition (viability loss, TRAIL sensitization), % at 10 µM; actives 1% (n = 360,000); AID 624354; NB7+C8 cells + TRAIL, ATPlite viability luminescence;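 active = compounds causing at least 50% loss of cell viability in the single-dose screen, relative to plate controls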
TWEAK Fn14 block – blocks TWEAK-Fn14 interaction in a reporter cell assay; TWEAK-stimulated Fn14 reporter cells, luciferase luminescence, 8 h; inhibition, % at 10 µM; actives 2% (n = 360,000); in the data active = inhibition above about 50%
Shn3 inh set2 – inhibitors of Schnurri-3 3'UTR reporter in osteoblasts; Clone20 osteoblast Shn3 3'UTR firefly luciferase, 24 h; inhibition, % at 12.5 µM; actives 0.52% (n = 360,000);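 active = mean inhibition of at least 75% with every replicate also reaching 75%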;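 note: 0% = median of neutral control wells and 100% = pilot-screen positive control compound; some compounds past the cut are filed as inactive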
Peg3 prom inh – reduces Peg3 promoter-driven luciferase expression in HeLa; inhibition, % at 20 µM; actives 1.7% (n = 360,000); HeLa PEG-Prom luciferase reporter, luminescence, overnight;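 active = inhibition of at least 50% at 20 µM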
MITF TRPM1 inh – inhibitors of MITF-driven TRPM1 promoter in melanoma cells; SK-MEL-5 TRPM1 promoter luciferase, 24 h; inhibition, % at 12.5 µM; actives 0.83% (n = 330,000); AID 488899;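 active = mean inhibition across replicates of 60% or more, whatever share of single replicates reaches that level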; note: values of inactives mirror those of a sister screen read the other way
TROY signal inh – inhibitors of TROY-dependent NF-kB signaling; AID 1347056; actives 0.98% (n = 360,000); inhibition, % at 10 µM; Q293 LMP1-TROYcd NF-kB luciferase reporter, 4 h;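 active = compounds whose plate-normalised and pattern-corrected inhibition of the luciferase reporter signal at the single screening dose is 50% or more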
NR2E3 ag-1 – activates human photoreceptor nuclear receptor NR2E3; Q9Y5X4; GST-NR2E3/biotin-RetCOR TR-FRET, 1536-well; inhibition of corepressor binding, % at 4.78 µM; actives 0.12% (n = 320,000); AID 2300;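 active = percent inhibition above the cutoff of mean plus 3 SD of all tested compounds, set per screening campaign, cut at about 20% in these data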;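 note: 0% = DMSO wells and 100% = biotin wells as full block of FRET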
Target sequence (Q9Y5X4 whole entry, looked up): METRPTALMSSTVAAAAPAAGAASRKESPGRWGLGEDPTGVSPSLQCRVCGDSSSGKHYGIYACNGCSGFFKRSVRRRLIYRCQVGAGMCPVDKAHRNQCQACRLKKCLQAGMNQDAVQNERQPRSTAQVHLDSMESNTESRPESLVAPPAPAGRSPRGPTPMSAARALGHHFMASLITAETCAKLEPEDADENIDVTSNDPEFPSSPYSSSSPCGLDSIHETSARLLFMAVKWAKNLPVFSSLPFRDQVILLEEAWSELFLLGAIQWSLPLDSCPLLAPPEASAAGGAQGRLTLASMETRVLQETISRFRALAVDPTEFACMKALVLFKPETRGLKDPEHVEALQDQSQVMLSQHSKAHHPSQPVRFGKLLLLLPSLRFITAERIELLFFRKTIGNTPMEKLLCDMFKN
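System: GST-NR2E3 and biotin-RetCOR proteins; probe or stimulus: 7 nM biotin-RetCOR; doses: compound at 4.8 µM, single dose; schedule: Compound–protein incubation for 5 h at 4 °C; detection: time-resolved FRET; read-out: percent inhibition; controls: biotin wells as high control, 0.6% DMSO wells as low control; format: 1536-well plates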
NR2E3 ag-2 – agonists of human NR2E3 nuclear receptor; actives 0.35% (n = 360,000); inhibition of corepressor binding, % at 3.98 µM; CHO-S Gal4-NCOR/VP16-NR2E3 two-hybrid, luciferase; AID 602229;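 active = inhibition above the mean of all tested compounds plus 3 SD, cut at about 70% in these data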;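 note: 0% = DMSO with NR2E3 transfected cells and 100% = cells lacking NR2E3 construct; higher means lower luciferase signal from less NR2E3 corepressor binding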
CF NFkB inh – blocks PAF-induced NF-kB reporter in cystic fibrosis cells; KKLEB NF-kB-GFP reporter, GFP fluorescence overnight; inhibition, % at 5 µM; actives 0.86% (n = 360,000); AID 588850;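 active = at least 50% inhibition at 5 µM, scaled per plate between neutral and stimulator controls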;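 note: PAF is a Pseudomonas aeruginosa culture filtrate used as stimulus; plate controls were PAF-stimulated DMSO wells for no effect and unstimulated DMSO wells for full effect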
HIF-2a inh – HIF-2a inhibition. 786-0 RCC cells HIF-2a reporter, luciferase luminescence, overnight. inhibition, % at 18.8 µM. actives 0.72% (n = 360,000). AID 624352;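 active = inhibition of the luminescence signal of 40% or more relative to plate controls, in a single-dose primary screen at 18.75 µM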
KKLEB cytotox – counter-screen for CF NF-kB inhibitors: cytotoxicity; KKLEB CF airway cells viability, ATPlite luminescence, overnight; stronger effect = lower value; cells stimulated with P. aeruginosa culture filtrate; activity change (cytotoxicity), % at 5 µM; actives 0.36% (n = 360,000); AID 602141;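 active = corrected activity change at or below -50% at 5 µM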
* marks the source's active call; other numbers are inactive results; x = not tested or not shown. These rows are one share of the data; the hit share may differ from the screen's.

SMILES	TRAIL sens C8	TWEAK Fn14 block	Shn3 inh set2	Peg3 prom inh	MITF TRPM1 inh	TROY signal inh	NR2E3 ag-1	NR2E3 ag-2	CF NFkB inh	HIF-2a inh	KKLEB cytotox
O=C(CSc1ccccc1C(=O)N1CCN(c2ccc([N+](=O)[O-])cc2)CC1)N1CCCC1	2	18	28	6	14	11	x	18	-27	19	1
COc1ccccc1C(=O)Nc1ccnn1C1CCN(C(=O)c2ccoc2)CC1	5	-17	-5	-4	-12	-14	1	-7	0	-36	-8
Cc1ccc(-c2ccc(C(=O)NCCCNC(=O)c3cnccn3)o2)cc1Cl	-2	-9	5	-26	-18	21	3	5	-6	-61	5
C=C1C(=O)[C@]23C[C@H]1CC[C@H]2[C@]1(C)[C@@H](O)CC[C@@](C)(C(=O)O)[C@H]1C[C@@H]3O	-4	40	49	-8	x	4	x	25	84*	2	8
CC(Oc1ccc(Cl)cc1Cl)C(=O)Nc1ncccn1 (stereo not drawn)	37	-17	-5	-57	-22	0	-1	15	-2	-71	4
CCOC(=O)c1[nH]c2ccccc2c1NC(=O)CC	-4	-6	-3	2	16	-11	0	12	-8	-5	10
O=C(Nc1ccc(F)cc1)c1ccc(C(=O)N2CCOCC2)cc1	8	-11	-23	-22	-23	-11	4	1	21	-15	-13
COc1cc(C(=O)Nc2nc3ccc(S(C)(=O)=O)cc3s2)cc(OC)c1C	15	-6	2	-2	-25	1	4	-32	42	-33	-9
N/C(=N\OC(=O)c1cc([N+](=O)[O-])ccc1Cl)c1ccccn1	-13	1	-31	-95	-10	1	1	-52	-18	-56	1
Cc1ccc(C2=Nn3c(COc4ccc(Cl)cc4)nnc3SC2CC(=O)O)cc1 (stereo not drawn)	-33	21	-1	23	2	-8	4	-5	11	12	7
Cc1ccccc1C(=O)Oc1ccccc1C(=O)N1CCOCC1	-1	12	9	20	8	-3	5	-7	6	12	16
COc1ccc(-n2nnnc2CNC(=O)C2CC(=O)N(c3ccc(F)cc3)C2)cc1 (stereo not drawn)	1	7	-17	14	x	-11	x	3	-1	15	7
CCOC(=O)N1CCN(Cc2nc(Cc3cccc(F)c3)no2)CC1	-12	-3	8	5	3	-6	0	-22	6	-19	22
COc1ccc(C2C(C#N)=C(C)NC(C)=C2C#N)c(OC)c1	-2	-1	-14	6	5	-6	4	-1	-4	12	-1
O=C(COc1ccc(C(=O)NCc2cccnc2)cc1)Nc1cccc(C(F)(F)F)c1	6	13	73	19	6	16	-2	4	1	4	12
COc1ccc(CCNC(=O)CN(c2cccc([N+](=O)[O-])c2)S(C)(=O)=O)cc1OC	-2	-3	-1	5	1	-2	0	-6	6	9	6
COc1ccc(N2CCN(S(=O)(=O)c3c(C)nc4sccn4c3=O)CC2)cc1	5	1	1	-2	x	1	-3	-14	-1	6	4
O=C(COc1ccc(/C=N/NS(=O)(=O)c2ccccc2)cc1)Nc1ccccc1	1	-3	-11	-15	-19	-23	2	20	-6	-7	14
O=C(CSc1cccc[n+]1[O-])Nc1ccc2c(c1)OCO2	-13	-1	5	6	-1	-14	0	-19	-10	4	10
O=C(Nc1ncccn1)c1cccs1	-8	-2	-7	-15	-12	-37	3	-23	-11	-17	8
CCOC(=O)[C@@H]1[C@H]2COc3ccc(Br)cc3[C@@H]2N2C(=O)N(c3ccc(OC)cc3)C(=O)[C@]12C	1	-4	-7	1	1	-7	3	13	0	19	-4
CC1(C)CC(CC(=O)Nc2ccccn2)C(=O)O1 (stereo not drawn)	-36	0	9	0	1	0	0	9	7	7	-2
CSc1nc2c(c(=O)[nH]c(=O)n2C)n1Cc1ccc(Cl)cc1	-13	-13	-2	-2	-7	-5	4	-2	-17	14	-1
O=C(CSc1nc(-c2ccco2)cc(C(F)(F)F)n1)Nc1ccccc1C(F)(F)F	-1	25	16	38	11	10	0	18	15	6	-11
O=C(CSc1ccc2nnc(-c3cccnc3)n2n1)c1ccccc1	3	-19	-4	14	-5	13	0	5	2	15	-8
N#Cc1ccc(Cl)cc1NC(=O)CNc1cccc(S(=O)(=O)N2CCCC2)c1	-3	7	2	9	12	8	x	-12	-16	15	3
COc1ccc(NC(=O)c2cc(C3CCCCN3S(C)(=O)=O)on2)c(C)c1 (stereo not drawn)	15	2	-12	6	x	7	x	-9	-20	2	13
O=C(OCC(=O)N1CCN(c2ccccc2)CC1)c1cccs1	-1	-12	-22	-71	-12	-8	-1	-22	-8	1	8
CCCCOc1ccc(C(=O)Nc2ccc(S(=O)(=O)Nc3onc(C)c3C)cc2)cc1	9	-5	13	26	-6	2	2	-7	4	13	3
CCOC(=O)c1ccc(NC(=O)c2cccc(S(=O)(=O)N3CCOCC3)c2)cc1	39	45	27	39	53	x	3	18	-10	7	8
Cc1ccc(S(=O)(=O)NC2CC2)s1	-3	-15	7	10	19	-3	3	-25	15	10	-18
Cc1ccc(-c2noc(-c3ccccc3C(=O)N3CCN(C)CC3)n2)cc1	11	-23	-29	-70	-8	7	1	-23	6	-214	4
CCc1ccc2c(CN3CCOCC3)cc(=O)oc2c1	-7	5	-19	-7	-33	-4	3	0	13	-13	-1
O=c1c2ccccc2ncn1CCCOc1ccccc1[N+](=O)[O-]	18	-2	-89	-251	-69	-48	-1	-73	-8	-215	5
CC1(NC(=S)Nc2ccc3ccccc3c2)CCS(=O)(=O)C1 (stereo not drawn)	-13	12	x	-4	5	8	-3	-60	-17	-18	5
C=CCOc1ccc(/C=N\NC(N)=S)cc1	7	-14	-24	-59	-10	-43	-1	-6	-26	-83	0
CCNc1nc(OCCNS(=O)(=O)c2cc(C)ccc2C)nc(N(C)C)n1	0	-2	-11	15	-10	5	2	-15	-6	22	0
CCOC(=O)N1CCN(C(=S)NC(C)(C)C)CC1	-6	7	7	7	0	15	-3	-13	2	16	4
O=C(CN1C(=O)COc2ccccc21)Nc1ccccc1F	-27	-1	3	5	8	5	2	-5	5	1	1
Cc1cc(NC(=O)CSc2nc3ccccc3c(=O)n2Cc2ccccc2)no1	15	13	3	14	7	4	4	3	14	9	0

Part of the list above, set out differently:
Values run as follows: TRAIL sens C8, TWEAK Fn14 block, Shn3 inh set2, Peg3 prom inh, MITF TRPM1 inh, TROY signal inh, NR2E3 ag-1, NR2E3 ag-2, CF NFkB inh, HIF-2a inh, KKLEB cytotox
- O=C(CSc1ccc2nnc(-c3cccnc3)n2n1)c1ccccc1
  3, -19, -4, 14, -5, 13, 0, 5, 2, 15, -8
- N#Cc1ccc(Cl)cc1NC(=O)CNc1cccc(S(=O)(=O)N2CCCC2)c1
  -3, 7, 2, 9, 12, 8, x, -12, -16, 15, 3
- COc1ccc(NC(=O)c2cc(C3CCCCN3S(C)(=O)=O)on2)c(C)c1 (stereo not drawn)
  15, 2, -12, 6, x, 7, x, -9, -20, 2, 13

New compounds follow
SMILES	TRAIL sens C8	TWEAK Fn14 block	Shn3 inh set2	Peg3 prom inh	MITF TRPM1 inh	TROY signal inh	NR2E3 ag-1	NR2E3 ag-2	CF NFkB inh	HIF-2a inh	KKLEB cytotox
COc1ccc(NC(=O)Cc2nnc(SCC(=O)NC3CCCCC3)n2C)cc1	-19	5	-5	-7	-9	1	3	-4	14	6	-9
CN(C(=O)COc1ncnc2ccc(Br)cc12)C1CCCCC1	12	7	3	6	x	5	x	-32	-9	9	-13
COc1ccc(CC(=O)NC(=S)Nc2cccc(CO)c2)cc1	-10	-11	-4	-4	x	4	-3	-2	5	3	-4
O=C(CCc1nc(-c2ccccc2F)no1)NCCN1CCc2ccccc2C1	5	-15	x	-7	11	-11	1	-35	2	-54	6
COC(=O)c1nn(-c2ccc(OC)cc2)c(=O)c2c(N)sc(C)c12	-18	0	15	0	-7	-5	-2	6	17	7	10
CC(C)(C)C1CCc2c(C(=O)NNC(=O)CCCC(=O)O)csc2C1 (stereo not drawn)	-1	24	-2	1	2	12	-2	-21	-4	26	16
COc1ccc(/C=N/NC(=O)c2cc(-c3ccccc3)nc3ccccc23)c(C(=O)O)c1OC	-3	-1	-6	2	8	5	1	-23	-11	25	7
O=C1c2ccccc2C(=O)N1CC(O)CNc1ccc(Br)cc1 (stereo not drawn)	-1	-27	-22	10	-7	2	-3	-16	-14	4	0
CCC(C)(C)NC(=O)C1CCCN(S(=O)(=O)c2ccc3c(c2)CC(C)N3C(=O)C2CC2)C1 (stereo not drawn)	-20	7	2	14	-9	-19	-2	-6	11	10	-14
COc1cccc(C2=CC(=O)C[C@H](c3ccc4c(c3)OCO4)C2)c1	-10	-11	1	10	4	-12	3	-10	5	-14	3
O=C(Nc1sc2c(c1C(=O)NCC(O)CO)CCCC2)c1ccccc1 (stereo not drawn)	8	9	-3	-3	-15	-8	0	-13	12	-3	-8
CN(Cc1ccc(OC(F)F)cc1)C(=O)/C=C/c1ccc(S(=O)(=O)N2CCOCC2)cc1	24	10	52	-2	1	9	x	-1	16	3	-11
Cc1ccc(S(=O)(=O)N2CCOCC2)cc1C(=O)N1c2ccccc2Sc2ccccc21	-7	-11	-49	10	10	14	1	-21	13	20	-3
CC(/C=C/c1ccccc1F)=N\NC(=O)c1ccccc1	-5	-33	-112	-244	-56	-54	3	-88	0	-133	-4
CCOC(=O)c1sc(NS(=O)(=O)c2cc(C)ccc2C)nc1C	-13	-3	-12	5	-4	-1	2	5	-10	13	9
CCCCc1cc(=O)oc2cc(OCC(=O)NC(Cc3c[nH]c4ccc(O)cc34)C(=O)O)ccc12 (stereo not drawn)	2	-2	-12	-10	x	5	-2	2	6	13	7
CC(C)CC(c1nnnn1C1CCCC1)N1CCN(c2ccccc2F)CC1 (stereo not drawn)	-12	-23	11	9	2	-13	3	-29	0	4	-9
CCN(CC)CCCNC(=O)c1sc2nc(-c3ccc(F)cc3)cn2c1C	-23	-29	-10	-12	-6	-9	1	-7	-8	-27	-8
Cc1ccnc(SCCn2c(Br)nc3c2c(=O)[nH]c(=O)n3C)n1	2	5	15	-25	5	26	-1	13	7	3	-3
CC(=NCc1ccc2c(c1)OCO2)C1=C(O)c2ccccc2C1=O	-8	-6	0	-71	-1	-3	1	-4	-5	-127	6
O=C(Nc1ccc2nn(-c3ccccc3)nc2c1)c1cccnc1	-3	-5	-25	-212	-67	-44	-4	-86	-5	-252	3
CCOC(=O)CNC(=O)CSc1nnc(CCc2nc3ccccc3[nH]2)n1C	-22	17	20	6	-3	-10	-2	6	-8	20	0
O=C(OCC(=O)c1ccc[nH]1)c1ccc(S(=O)(=O)C(F)F)cc1	-17	-15	-11	-13	x	-22	x	12	-7	2	10
C#Cc1cccc(Nc2nc(NCc3ccccc3)nc3ccsc23)c1	48	69*	47	-98	x	4	x	61	25	-164	-23
CCc1ccccc1NC(=S)NC1CC2CCC(C1)N2Cc1ccco1 (stereo not drawn)	-10	-7	-21	-7	-7	9	2	4	6	18	-18
O=C(NC(CO)(CO)CO)[C@@H]1CCCN1S(=O)(=O)c1cccc2cccnc12	3	-10	-1	-21	-5	-18	2	-4	-8	-24	6
COc1ccc(OCC(=O)OCC(=O)NC2CCCCC2C)cc1 (stereo not drawn)	-9	3	-5	-3	-8	17	3	2	34	3	-10
